Screening data (PubChem)
HCV core dimer – inhibitors of HCV core protein dimerization, primary screen, biochemical, TR-FRET, high-throughput | TR-FRET GST/Flag-core106 dimerization, 1536-well | inhibition, % at 5 µM | actives 0.33% (n = 300,000) | AID 1899, 2009;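 active means inhibition above the mean of all tested compounds plus 3 SD, set per screening campaign, cut at about 45% in these data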
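Assay system – GST-tagged and Flag-tagged HCV core protein residues 1-106 · Quantity – core106 proteins, GST 13.5 nM and Flag 17 nM · Benchmarks – unlabelled core106 and no-GST-core106 wells · Read-out basis – percent inhibition of core106 dimerization signal · Detection – time-resolved FRET, ex 340 nm, em 617 and 671 nm · Schedule – 4 h at 22.5 °C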
Efflux pump inh – inhibitors of Candida efflux pumps in yeast, primary screen, S. cerevisiae, Nile Red, multiplex. AID 485275, 2010. S. cerevisiae Candida pump triplex. inhibition, % at 10 µM. actives 0.44% (n = 330,000);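 active means plate passing quality check with inhibition over a set limit, or well fluorescence over plate mean plus 4 SD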;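 further: Nile Red retained in pooled yeast measured as flow cytometry median fluorescence; 0% = buffer negative control and 100% = Enniatin B positive control; higher means more Nile Red kept so more efflux inhibition; some compounds called inactive have numbers as strong as hits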
CTSL1 counter – Fasciola hepatica cathepsin L1 inhibitors, primary screen, counter-screen for PFM18AAP inhibitor project, biochemical, QFRET, fluorogenic peptide substrate. recombinant F. hepatica cathepsin L1, Z-Leu-Arg-MCA fluorescence. inhibition, % at 5.96 µM. actives 0.49% (n = 300,000). AID 1906, 2009;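 active means inhibition above the mean of all tested compounds plus 3 SD, set per screening campaign, cut at about 17% in these data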;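 further: 0% = plate median of test compound wells and 100% = 1 µM Z-Phe-Ala-diazomethylketone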
PP1 counter – PP1-alpha phosphatase inhibitors, primary screen, counter-screen for PP5 inhibitor project, biochemical, fluorescence, OMFP substrate, single point. Serine/threonine-protein phosphatase PP1-alpha catalytic subunit (Homo sapiens), P62136. actives 0.9% (n = 320,000). inhibition, % at 6.7 µM. purified PP1alpha;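 active means inhibition above the mean inhibition of all tested compounds plus 3 SD, computed separately for each screening campaign, cut at about 15% in these data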
Target sequence (P62136 whole entry, looked up): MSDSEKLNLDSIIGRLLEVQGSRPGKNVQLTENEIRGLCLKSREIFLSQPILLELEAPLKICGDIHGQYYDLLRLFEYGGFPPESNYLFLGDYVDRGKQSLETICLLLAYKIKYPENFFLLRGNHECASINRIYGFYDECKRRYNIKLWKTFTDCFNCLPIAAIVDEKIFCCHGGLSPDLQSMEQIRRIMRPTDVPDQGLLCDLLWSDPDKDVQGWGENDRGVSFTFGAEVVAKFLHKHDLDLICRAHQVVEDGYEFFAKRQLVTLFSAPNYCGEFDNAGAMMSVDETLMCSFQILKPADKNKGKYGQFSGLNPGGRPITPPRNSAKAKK
PP5 primary – PP5 phosphatase inhibitors, primary screen, biochemical, fluorescence. inhibition, % at 6.7 µM. actives 0.18% (n = 320,000). AID 1987, 2009. purified PP5c, OMFP substrate fluorescence;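 active means inhibition above the campaign's mean inhibition across all tested compounds plus 3 SD, cut at about 9.5% in these data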;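 further: 0% = DMSO only and 100% = 100 µM cantharidin control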
LYPLA2 inh – LYPLA2 inhibitors, primary screen, counter-screen for PME1 inhibitor project, biochemical, fluorescence polarization, FP-Rh probe ABPP; actives 0.38% (n = 320,000); recombinant LYPLA2; Acyl-protein thioesterase 2 (Homo sapiens), O95372; inhibition, % at 5.9 µM;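 active means inhibition above the screen-wide mean plus 3 SD, limit set per campaign, cut at about 26% in these data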;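 further: 0% = LYPLA2 with DMSO and 100% = wells lacking LYPLA2 enzyme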
TPT1 inhibitor – Candida albicans TPT1 enzyme inhibitors, primary screen, biochemical, fluorescence polarization; AID 1962, 2009; recombinant caTPT1, FP RNA substrate dephosphorylation; inhibition, % at 5 µM; actives 0.81% (n = 300,000); tRNA 2'-phosphotransferase TPT1 (Candida albicans SC5314);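 active means inhibition above the mean of all tested compounds plus 3 SD, set per screening campaign, cut at about 24% in these data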;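 further: plate controls were DMSO alone for no effect and ferristatin control at 100 nM for full effect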
GASC-1 inh – inhibitors of GASC-1 histone demethylase, primary screen, biochemical, fluorescence, DELFIA europium; Lysine-specific demethylase 4C (Homo sapiens), Q9H3R0; GST-JMJD2C(1-420) H3K9me3 demethylation; inhibition, % at 2.35 µM; actives 0.069% (n = 330,000); AID 2099, 2009;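 active means more than half of a compound's replicate wells show inhibition beyond 50%, single wells judged on their own value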;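 further: signal counts dimethyl H3K9 product captured on neutravidin plate; 0% = median of DMSO wells and 100% = 0.3 times that DMSO median; strong numbers were not always called active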
PREPL inh – PREPL enzyme inhibitors, primary screen, biochemical, fluorescence polarization | Prolyl endopeptidase-like (Homo sapiens), Q4J6C6 | recombinant PREPL, fluorescence polarization activity-based probe | inhibition, % at 5.96 µM | actives 0.68% (n = 320,000); in the data active means inhibition above about 43%;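 further: 0% = enzyme with DMSO and 100% = wells lacking enzyme; many of its hits are not listed in these tables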
Target sequence (Q4J6C6 whole entry, looked up): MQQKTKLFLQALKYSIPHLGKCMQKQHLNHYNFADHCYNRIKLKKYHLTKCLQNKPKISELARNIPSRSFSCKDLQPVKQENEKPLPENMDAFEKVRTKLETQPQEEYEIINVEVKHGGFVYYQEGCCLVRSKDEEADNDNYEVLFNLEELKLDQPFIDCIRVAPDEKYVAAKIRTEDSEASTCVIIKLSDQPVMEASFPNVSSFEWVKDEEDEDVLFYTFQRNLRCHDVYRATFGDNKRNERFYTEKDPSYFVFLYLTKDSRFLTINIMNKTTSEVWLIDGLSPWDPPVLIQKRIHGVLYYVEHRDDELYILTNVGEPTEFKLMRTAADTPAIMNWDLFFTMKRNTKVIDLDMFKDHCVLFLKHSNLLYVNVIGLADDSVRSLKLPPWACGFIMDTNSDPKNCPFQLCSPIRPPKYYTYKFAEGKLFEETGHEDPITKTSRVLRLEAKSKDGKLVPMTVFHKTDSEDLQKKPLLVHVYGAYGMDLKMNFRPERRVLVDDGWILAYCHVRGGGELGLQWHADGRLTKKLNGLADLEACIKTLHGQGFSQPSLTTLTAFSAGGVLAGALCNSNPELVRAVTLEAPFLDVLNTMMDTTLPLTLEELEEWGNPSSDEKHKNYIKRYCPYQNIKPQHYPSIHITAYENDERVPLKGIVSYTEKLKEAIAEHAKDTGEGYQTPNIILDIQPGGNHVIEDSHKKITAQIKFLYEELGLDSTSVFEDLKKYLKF
Numbers without * were called inactive; . = no result given; & = joins results of further samples. The list is partial. The share of hits here may be higher or lower than overall.

SMILES	HCV core dimer	Efflux pump inh	CTSL1 counter	PP1 counter	PP5 primary	LYPLA2 inh	TPT1 inhibitor	GASC-1 inh	PREPL inh
O=C(COC(=O)c1ccc(O)cc1)NCC1CCCO1 (configuration not stated)	-1	0.0	-7	3	4.2	-4	-1	4	-2
C=CCn1c(N)nc2ccccc21	6	0.0	3	-5	0.1	-1	-1	1	1
CCOC(=O)C1=C(C)N(C)C(=S)NC1c1c(OCC)ccc2ccccc12 (configuration not stated)	11	-0.4	3	1	-3.1	-1	-2	-3	5
Cc1cccc(C)c1NC(=O)CNC(=O)CCC(=O)c1cccs1	10	0.0	-7	-2	4.1	-6	7	3	10
CC1CCN(C(=O)CSc2nnc(-c3cc4ccccc4cc3O)n2Cc2ccco2)CC1	9	0.1	2	3	1.7	5	2	-24&-7	6
COc1ccc(NC(=O)CN(C)C(=O)CC2CCCCC2)cc1	5	0.1	3	-7	2.8	-1	1	3	-3
CCn1c(NCc2cc(OC)c(OC)c(OC)c2)nc2ccccc21	-2	0.3	-9	-1	0.6	-4	-1	-5	-3
Cc1ccccc1N1CCN(C2CCCN(C(=O)CCC3(C)CC3)C2)CC1 (configuration not stated)	9	0.1	-3	2	2.7	-3	2	-9	26
O=C(/C=C/c1ccco1)Nc1ccc(CN2CCOCC2)cc1	4	0.0	2	-2	-2.2	8	2	14	-4
Cc1ccc(C2CC(=O)NC(SCC(=O)OCc3ccccc3)=C2C#N)o1 (configuration not stated)	5	0.1	-4	2	1.2	1	-5	-5	2
Cc1nnc(NC(=O)c2ccccc2F)s1	-8	0.0	3	-3	-0.2	0	1	-2	1
CCC1Oc2ccccc2N(CC(=O)NCC2CCCO2)C1=O (configuration not stated)	-4	0.1	-3	2	0.1	2	-2	1	-8
CCC1=NN2C(=N)/C(=C\c3ccc(OCCOc4ccccc4)c(OC)c3)C(=O)N=C2S1	12	0.1	2	-2	-2.7	-3	4	12	13
Cc1noc(NS(=O)(=O)c2ccc(NC(=O)C34CC5CC(C3)CC(n3cnc(Br)n3)(C5)C4)cc2)c1C	-8	0.3	0	-1	1.4	0	5	7	15
Cc1cc(C)n(-c2nnc(C)n2NS(C)(=O)=O)n1	-2	-0.1	-1	1	1.3	0	-1	1	-5
Cn1c2ccccc2c2cc(C(=O)O)ccc21	4	0.1	-3	-2	2.3	4	3	5	10
CCNC(=S)N1C2CCC1CC(NC(=O)NC1CCCCC1)C2 (configuration not stated)	-2	0.0	-1	-4	-2.0	1	0	8	-2
CCC(O)c1cc2c(cc1NC(=O)c1ccc(C)cc1)OCCO2 (configuration not stated)	-9	0.0	-5	-4	3.5	-5	3	4	2
Cc1c(NC(=O)C(C)OC(=O)c2c3c(nc4ccccc24)CCC(C)C3)c(=O)n(-c2ccccc2)n1C (configuration not stated)	6	-0.1	-1	-3	0.0	7	1	3	-16
O=C(CCS(=O)(=O)c1cccs1)Nc1ccc(C(=O)NCc2cccs2)cc1	-1	0.1	-2	-1	-1.8	3	-3	-14	9
CC(C)CNS(=O)(=O)c1ccc(CCC(=O)NCc2cccnc2)cc1	2	0.0	-3	-1	0.0	-3	-2	9	-1
Cc1cc(C)c(OCC(=O)Nc2ccc(N3CCOCC3)cc2)c(Br)c1	-6	-0.1	4	3	2.5	28*	1	14	9
Cc1noc(C)c1C(=O)NC1CCCc2ccccc21 (configuration not stated)	2	-0.1	-5	-3	2.5	5	-3	1	1
Cc1ccc(C#CC(C)(O)C(C)(C)C)cn1 (configuration not stated)	-1	0.5	3	-1	2.2	10	3	18	8
CC(C)(C)OC(=O)N1CCC(NC(=O)c2nc[nH]c2C(=O)NCc2ccccc2)CC1	.	0.3	.	13	0.4	-2	.	1	22
O=C(NCc1ccccc1)C(=O)Nc1cccc(C(=O)O)c1	-4	0.2	1	-3	0.9	5	2	0	-10
CCCc1cc(=O)[nH]c(SCC(=O)N(Cc2ccccc2)C(C)C)n1	-1	0.3	-4	-1	1.8	3	3	6	1
Cc1ccc(COc2ccsc2C(=O)NN)cc1	-1	-0.4	-1	3	1.0	-4	0	0	-5
COC(=O)c1ccccc1NC(=O)Nc1ccc(C)cn1	10	0.3	-1	-6	-2.4	6	0	-3	8
O=C(NCCc1ccc(Cl)cc1)Nc1ccc(F)cc1	1	0.1	-3	-1	1.9	-1	0	3	3

13 structures from above, ordered by count of non-hydrogen atoms, rising.
SMILES	HCV core dimer	Efflux pump inh	CTSL1 counter	PP1 counter	PP5 primary	LYPLA2 inh	TPT1 inhibitor	GASC-1 inh	PREPL inh
C=CCn1c(N)nc2ccccc21	6	0.0	3	-5	0.1	-1	-1	1	1
Cc1ccc(C#CC(C)(O)C(C)(C)C)cn1 (configuration not stated)	-1	0.5	3	-1	2.2	10	3	18	8
Cc1cc(C)n(-c2nnc(C)n2NS(C)(=O)=O)n1	-2	-0.1	-1	1	1.3	0	-1	1	-5
O=C(NCCc1ccc(Cl)cc1)Nc1ccc(F)cc1	1	0.1	-3	-1	1.9	-1	0	3	3
COC(=O)c1ccccc1NC(=O)Nc1ccc(C)cn1	10	0.3	-1	-6	-2.4	6	0	-3	8
O=C(NCc1ccccc1)C(=O)Nc1cccc(C(=O)O)c1	-4	0.2	1	-3	0.9	5	2	0	-10
CCC1Oc2ccccc2N(CC(=O)NCC2CCCO2)C1=O (configuration not stated)	-4	0.1	-3	2	0.1	2	-2	1	-8
CCC(O)c1cc2c(cc1NC(=O)c1ccc(C)cc1)OCCO2 (configuration not stated)	-9	0.0	-5	-4	3.5	-5	3	4	2
CCCc1cc(=O)[nH]c(SCC(=O)N(Cc2ccccc2)C(C)C)n1	-1	0.3	-4	-1	1.8	3	3	6	1
Cc1ccc(C2CC(=O)NC(SCC(=O)OCc3ccccc3)=C2C#N)o1 (configuration not stated)	5	0.1	-4	2	1.2	1	-5	-5	2
O=C(CCS(=O)(=O)c1cccs1)Nc1ccc(C(=O)NCc2cccs2)cc1	-1	0.1	-2	-1	-1.8	3	-3	-14	9
CCC1=NN2C(=N)/C(=C\c3ccc(OCCOc4ccccc4)c(OC)c3)C(=O)N=C2S1	12	0.1	2	-2	-2.7	-3	4	12	13
Cc1c(NC(=O)C(C)OC(=O)c2c3c(nc4ccccc24)CCC(C)C3)c(=O)n(-c2ccccc2)n1C (configuration not stated)	6	-0.1	-1	-3	0.0	7	1	3	-16

Two of these compounds in a different format.
Order of results: HCV core dimer | Efflux pump inh | CTSL1 counter | PP1 counter | PP5 primary | LYPLA2 inh | TPT1 inhibitor | GASC-1 inh | PREPL inh
- CCC(O)c1cc2c(cc1NC(=O)c1ccc(C)cc1)OCCO2 (configuration not stated)
  -9 | 0.0 | -5 | -4 | 3.5 | -5 | 3 | 4 | 2
- Cc1noc(NS(=O)(=O)c2ccc(NC(=O)C34CC5CC(C3)CC(n3cnc(Br)n3)(C5)C4)cc2)c1C
  -8 | 0.3 | 0 | -1 | 1.4 | 0 | 5 | 7 | 15

Other entries follow:
SMILES	HCV core dimer	Efflux pump inh	CTSL1 counter	PP1 counter	PP5 primary	LYPLA2 inh	TPT1 inhibitor	GASC-1 inh	PREPL inh
O=C(CSC(=S)N1CCCC1)Nc1ncc(Cl)cc1Cl	-1	0.2	4	-6	2.3	-2	3	-4	4
O=C(NC1CCCCC1)c1cc(-c2cccs2)on1	-4	-0.3	-6	6	-1.3	-3	3	0	1
COc1ccc(/C=N/NC(=O)c2ccccc2O)cc1CN1CCOCC1	0	0.1	6	-4	2.8	4	0	15	16
O=S(=O)(c1ccc(Br)s1)N1CCN(CCc2ccccc2)CC1	.	-0.1	.	0	0.5	5	.	10	-48
COC(=O)CCN1CCN(S(=O)(=O)c2cccc(Br)c2)CC1	-2	0.0	-1	6	1.3	0	0	0	3
COc1ccc(OC)c(-c2csc(NC(=O)Cn3[nH]c(=O)c4ccccc4c3=O)n2)c1	16	0.0	-10	3	0.7	-9	5	7	1
O=C(Nc1ccc(S(=O)(=O)Nc2ccccn2)cc1)c1cccc(Br)c1	-1	6.2*	1	2	1.8	-4	4	-5	2
COc1ccc2[nH]c(CN3CCN(CC(C)C)C(CCO)C3)c(C)c2c1 (configuration not stated)	0	0.1	4	-7	-1.8	7	-2	0	22
CCCCN(CC)C(=O)Cn1c(=O)sc2ccccc21	8	0.0	2	-1	0.6	-4	-1	1	1
O=C(Nc1ccccc1)c1cc([N+](=O)[O-])ccc1NCc1cccnc1	4	-0.1	5	0	1.1	2	-3	3	-27
O=C(O)/C=C/c1ccc(-c2cccc(C(F)(F)F)c2)o1	9	0.0	5	3	3.7	-1	3	5	-7
CCc1ccc(NC(=O)c2cc(C(C)C)on2)cc1	-2	0.1	-2	0	0.6	4	-3	0	1
Cc1noc(C)c1CSc1nc2sc3c(c2c(=O)n1C)CCCC3	4	0.3	1	-4	4.8	13	4	-6	21
C/C(CC(=O)Nc1ccc(C)cc1C)=N\NC(=O)C(C)C	9	-0.1	3	-4	1.7	-1	-2	11	-2
Cc1cc(C)cc(OCC(=O)OCC(=O)Nc2ccc(Cl)cn2)c1	8	0.0	-16	-3	3.5	-1	2	19	-8
COc1ccccc1CNC(=O)C1CCN(S(=O)(=O)c2ccc3c(c2)C(C)(C)C(=O)N3C)CC1	1	0.1	-1	-1	-0.6	-1	1	-11	8
Cc1csc(CN(C)C(=O)CC2C(=O)NCCN2Cc2ccc(F)c(F)c2)n1 (configuration not stated)	3	0.3	-5	3	4.0	-1	-3	4	9
O=C(Nc1ccc2c(c1)OCCO2)c1cc2sccc2n1Cc1ccccc1	17	0.1	1	2	3.4	-10	1	-9	4
O=C(NCCN1CCN(c2ccccc2)CC1)C1CCN(S(=O)(=O)c2cccc3nsnc23)CC1	-3	0.1	-4	-1	0.5	3	0	-13	16
CN(C)CCN(C(=O)/C=C/c1cccs1)c1nc2ccc(F)cc2s1	-7	1.0	1	2	3.4	7	-1	50*	15
COc1cccc(-c2ccnc3[nH]n(-c4ccccc4)c(=O)c23)c1	-47	0.1	0	-2	-0.2	4	0	1	16
CC(C)=CC(=O)OCC(=O)NC(=O)NC(C)(C)C	-20	-0.1	7	-2	0.6	9	-1	.	13
O=C(CCS(=O)(=O)c1ccc2c(c1)NC(=O)CS2)NCCc1ccccc1	-5	0.1	-1	-2	-0.1	0	0	-1	8
Cc1cc(C)c(NC(=O)CSc2nnc(CN3CCOCC3)n2C)c(C)c1	-16	-0.1	-3	1	1.3	0	-2	-2	11
CCOc1ccc(C(F)(F)F)cc1NC(C)=O	-3	-0.2	-3	-2	-3.2	0	0	4	-2
CN(C)C(=O)c1ccc2c(c1)n(C)c(=O)n2C	9	0.1	-2	-4	1.1	-1	0	-1	1
CC(C)C(=O)Nc1ccc(C(=O)NNC(=O)C(c2ccccc2)c2ccccc2)cc1	-1	0.0	-1	0	-1.0	-7	-3	1	2
CCN(CCO)Cc1csc2ccc(C(C)(C)C)cc12	-5	0.1	1	-2	2.4	-1	0	-3	2
